KLK5 inh: inhibitors of human kallikrein 5; inhibition, % at 5 µM; 0.59% of 210,000 active; recombinant hK5, fluorogenic AMC substrate cleavage; AID 873; Q9Y337;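 active = inhibition of 40% or more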;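 also: 0% = enzyme controls without compound and 100% = no-enzyme blanks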
Target sequence (Q9Y337 67-293 limits assumed): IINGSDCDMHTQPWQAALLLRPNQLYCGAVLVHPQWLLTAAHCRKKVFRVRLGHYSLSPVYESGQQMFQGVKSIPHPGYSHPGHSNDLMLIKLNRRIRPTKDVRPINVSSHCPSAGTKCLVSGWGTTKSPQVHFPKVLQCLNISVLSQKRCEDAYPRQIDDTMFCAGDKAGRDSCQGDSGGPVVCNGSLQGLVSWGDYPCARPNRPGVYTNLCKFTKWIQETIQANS
FXIa inh: inhibitors of human coagulation factor XIa | AID 798 | purified FXIa, Boc-Glu-Ala-Arg-AMC fluorogenic substrate | 0.14% of 220,000 active | P03951 | inhibition, % at 5 µM;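 active = inhibition of at least 40%; inactive = inhibition below 40%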;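 also: fluorescence of freed AMC excited at 355 nm; 0% = enzyme without compound and 100% = no enzyme blank; many of its hits are not listed in these tables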
Wee1 degr inh: blocks degradation of human Wee1 kinase. P30291. HeLa Luc-Wee1K328M stability, luciferase luminescence; 100% = proteasome inhibitor MG132 effect. reporter increase, % at 5 µM. 1.2% of 220,000 active. AID 1321;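 active = activation above the mean of all tested compounds plus 3 SD, set per screening run, cut at about 8.8% in these data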;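 also: cells exposed to compound for 20 h before luminescence read; 0% = DMSO alone and 100% = MG132 at 30 µM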
Runt-CBFb FRET: Runt domain-CBFb interaction inhibition; Q01196+Q13951; Cerulean-Runt/Venus-CBFb FRET ratio 530/480, 1 h; inhibition, % at 20 µM; 0.46% of 220,000 active; AID 1496;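 active = inhibition over about 50% at 20 µM in the single-dose screen, limit read from the data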;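 also: 0% = DMSO wells and 100% = excess unlabeled CBFb competitor control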
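Doses: 20 µM compound in 1% DMSO | Material: Cerulean-labeled Runt domain protein | Amount: Each fluorescent fusion protein 100 nM | Schedule: Two 1 h room-temperature incubations shielded from light | Measured by: FRET fluorescence | Evaluation: Loss of energy transfer signal | Controls: Unlabeled CBFb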
FXIIa inh: blocks human coagulation factor XIIa protease activity; 0.3% of 220,000 active; inhibition, % at 5 µM; purified FXIIa, Boc-QGR-AMC fluorogenic substrate, 2 h; in the data active = inhibition above about 40%;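 also: 0% = enzyme with no compound and 100% = blank without enzyme; many of its hits are not listed in these tables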
Thrombin inh: blocks human thrombin protease activity. alpha-thrombin, Boc-VPR-AMC fluorogenic substrate cleavage. inhibition, % at 5 µM. 0.26% of 220,000 active. AID 1046;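 active = inhibition at or above 40%; inactive = inhibition below 40%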;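 also: 0% = enzyme with no compound and 100% = wells without enzyme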
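Test system: human alpha-thrombin; medium: pH 7.5 Tris-saline with Tween 20; times: reaction at room temperature; signal: AMC fluorescence at 355 nm excitation and 460 nm emission; also added: Boc-VPR-AMC substrate, 15 µM final; dosing: one concentration per compound, 5 µM, with 0.2% DMSO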
14-3-3 Bad inh: disrupts binding of bovine 14-3-3 zeta to phospho-Bad peptide | P63103 | TR-FRET 14-3-3zeta/Dy647-pBad peptide displacement, 1 h | inhibition, % at 21.7 µM | 0.71% of 220,000 active | AID 781;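 active = inhibition above about 70%, limit read from the data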;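 also: 0% = full 14-3-3 plus peptide FRET controls and 100% = background without 14-3-3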
Target sequence (P63103 whole entry, looked up): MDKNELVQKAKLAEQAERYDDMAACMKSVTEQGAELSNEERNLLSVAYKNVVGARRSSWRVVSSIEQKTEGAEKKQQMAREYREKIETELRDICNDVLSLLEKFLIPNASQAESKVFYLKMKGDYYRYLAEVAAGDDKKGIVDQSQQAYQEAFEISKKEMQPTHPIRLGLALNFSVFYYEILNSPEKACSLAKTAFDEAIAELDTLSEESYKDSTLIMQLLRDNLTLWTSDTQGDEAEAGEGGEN
Runt-SMMHC FRET: blocks binding of human RUNX1 Runt domain to CBFb-SMMHC. inhibition, % at 20 µM. Cerulean-Runt/Venus-CBFb-SMMHC FRET ratio 530/480, 1 h. 0.74% of 220,000 active. AID 1434;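 active = mean inhibition across duplicate retests at 20 µM reaching about 50%, limit read from the data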;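 also: 0% = DMSO wells and 100% = wells with excess untagged CBFb-SMMHC; inhibitors lower the FRET ratio by blocking Runt binding to CBFb-SMMHC; some results filed as inactive read as strong as hits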
Hck Nef HTS: blocks Nef-activated human Hck kinase; P08631; Recombinant Hck-YEEI plus Nef, Z-Lyte FRET kinase assay; inhibition, % at 20 µM; 0.68% of 220,000 active; AID 463187;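 active = Hck-Nef kinase inhibition above about 50%, limit read from the data; inactive = inhibition below that limit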;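 also: 0% = DMSO with Hck plus Nef and 100% = Hck alone without Nef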
Target sequence (P08631 whole entry, looked up): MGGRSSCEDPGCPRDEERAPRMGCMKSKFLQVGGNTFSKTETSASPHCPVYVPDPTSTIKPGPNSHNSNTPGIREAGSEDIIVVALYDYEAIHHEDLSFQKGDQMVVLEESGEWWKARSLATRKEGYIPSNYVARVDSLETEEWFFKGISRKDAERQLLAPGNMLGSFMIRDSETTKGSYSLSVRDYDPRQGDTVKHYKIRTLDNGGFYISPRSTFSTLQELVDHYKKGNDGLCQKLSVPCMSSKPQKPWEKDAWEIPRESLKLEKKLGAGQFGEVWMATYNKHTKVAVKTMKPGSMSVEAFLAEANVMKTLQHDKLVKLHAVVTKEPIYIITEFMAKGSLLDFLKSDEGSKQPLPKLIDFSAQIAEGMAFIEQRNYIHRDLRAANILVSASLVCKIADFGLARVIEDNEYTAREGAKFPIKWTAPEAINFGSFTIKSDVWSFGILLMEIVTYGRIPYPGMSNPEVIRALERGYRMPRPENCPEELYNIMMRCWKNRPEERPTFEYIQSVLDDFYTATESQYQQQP
An asterisk follows results filed as active; x = not tested or not shown; [ ] = another dose, or the depositor's remark. Outcome played no part in choosing rows. About 4.2% of those tested had a hit in this group.

SMILES	KLK5 inh	FXIa inh	Wee1 degr inh	Runt-CBFb FRET	FXIIa inh	Thrombin inh	14-3-3 Bad inh	Runt-SMMHC FRET	Hck Nef HTS
Cc1[nH]n(-c2ccc([N+](=O)[O-])cc2)c(=O)c1C=NCCN1CCN(C(=O)c2ccc(Br)cc2)CC1	-8.0	10.1	-2.2	-0.1	19.1	1.4	5.0	-0.4	2.0
COc1ccc(Nc2sc(C(=O)c3ccc(Cl)cc3)c(N)c2C(=O)Nc2ccccc2OC)cc1	-9.9	0.3	0.8	1.8	5.8	-0.8	-9.7	-0.9	-2.4
CCN(CC)c1ccc(NC(=O)c2cnccn2)cc1S(=O)(=O)Nc1ccc(OC)cc1	-11.7	1.1	11.5*	-5.3	7.2	-5.6	7.7	1.4	-21.6
CC(NC(=O)COC(=O)CCc1nc(=O)c2ccccc2n1C)c1ccccc1 (centres undefined)	-13.9	-14.3	8.3	1.7	2.4	2.3	2.8	-4.4	10.2
Nc1ncnc(N(c2ccccc2)C2CCCCC2)c1[N+](=O)[O-]	-6.0	0.8	-0.2	-3.8	11.6	-1.8	-4.3	-0.6	1.3
Cn1c(CCNC(=O)C2CCCCC2)nc2cc([N+](=O)[O-])ccc21	-21.8	-7.2	1.8	1.3	-5.2	3.0	5.2	-4.8	1.6
Cn1c2ccccc2c(=O)c2c(=O)n(-c3ccc(F)cc3)c(-c3cccs3)nc21	3.8	6.6	0.3	-1.3	13.4	3.1	7.3	-5.1	2.7
COc1cc(C=O)ccc1Oc1nnnn1-c1ccccc1	2.1	0.5	-1.9	5.0	7.5	0.3	7.1	0.1	1.7
CC(=O)Nc1ccc(/C=C(\C#N)C(=O)NC2CCCCC2)cc1	6.9	0.2	-0.8	0.8	8.5	-1.9	-7.1	-1.9	21.4
O=[N+]([O-])c1ccc(CSc2ccc(-c3ccccn3)nn2)cc1	8.6	12.0	-0.9	0.7	13.1	-2.1	-10.0	0.8	5.8
CCc1nnc(NC(=O)[C@@H](NC(=O)c2cccc(S(=O)(=O)N(CC)CC)c2)C(C)C)s1	3.6	1.7	-1.2	-0.2	15.3	-1.6	2.3	1.8	3.0
CCn1cc(C(=O)O)c(=O)c2cc(S(=O)(=O)N(C)C)ccc21	17.6	-6.0	-0.9	x	-0.9	-4.5	8.5	-1.2	0.6
CCS(=O)(=O)N1CCC(C(=O)NCCC2=CCCCC2)CC1	-22.1	1.9	-1.8	-0.4	6.8	-2.6	3.8	4.3	1.6
COc1ccc2nc(C)c3cc(C)oc3c2c1	-14.9	-0.8	-1.3	1.6	-1.3	-4.0	-0.1	0.2	-0.1
Cc1onc(-c2c(Cl)cccc2Cl)c1C(=O)NCc1cccs1	-0.4	-15.3	-2.3	-1.7	-1.6	-8.4	4.5	-3.1	-0.9
O=C(c1cccc(C(F)(F)F)c1)N1CCCCCC1	0.2	8.2	2.4	0.3	22.1	4.3	-0.2	-1.0	1.9
c1ccc(OCCSc2nnnn2-c2ccccc2)cc1	-27.8	4.1	6.2	-3.0	16.1	4.7	-5.8	-3.6	2.9
Cc1cc(C)nc(NC(=S)Nc2cccc(F)c2)c1	-2.4	0.7	-0.9	4.6	6.7	-4.1	-0.4	4.5	11.8
O=C(Oc1cccc(/C=N/Nc2nc(Nc3ccccc3)nc(N3CCOCC3)n2)c1)c1ccco1	-15.0	1.9	3.1	-0.8	6.9	-10.4	1.2	-0.3	3.7
CC#CCCCC(=O)Nc1ccc(C(=O)O)cc1	26.8	-9.2	2.8	-1.2	0.9	-8.4	1.3	-0.3	1.1
COc1ccc(C2CC(c3c(-c4ccccc4)c4cc(Cl)ccc4[nH]c3=O)=NN2S(C)(=O)=O)cc1 (centres undefined)	-3.4	-4.1	0.3	-0.2	12.2	-1.1	1.3[fluorescence artefact?]	-0.9	14.4
O=C(c1[nH]ncc1-c1cccc(Br)c1)C1CO1 (centres undefined)	1.3	2.5	-2.7	2.0	14.2	4.7	-0.5	0.3	21.0
OCc1cn(-c2ccccc2)nc1-c1ccc(-c2nn(-c3ccccc3)cc2CO)cc1	-0.4	-8.2	-1.2	-0.9	4.2	-4.0	-10.7	-12.1	-0.1
CCn1nc(C)c(NC(=O)CC23CC4CC(CC(C4)C2)C3)c1C	-5.9	6.3	-4.0	-1.9	12.2	0.2	-1.7	3.0	4.2
CCSc1ccc2nnc(-c3cccc(F)c3)n2n1	2.9	2.8	-1.2	-1.5	5.8	2.6	2.7[fluorescence artefact?]	-2.8	2.0
Cc1ccc2nc(NCCCN3CCOCC3)c(C=NCCCN3CCOCC3)c(=O)n2c1	-6.5	16.1	-1.9	76.2*	9.4	-2.4	2.9[fluorescence artefact?]	66.3*	2.7
O=C1N(CN2CCN(c3cccc(Cl)c3)CC2)c2ccccc2C12OCCCO2	-21.2	10.9	-3.2	2.1	18.2	1.1	6.4	1.4	1.4
COC(=O)c1[nH]c2cccc(OC)c2c1NC(=O)CN(C)CC1OCCO1	-0.8	-10.2	-0.2	0.9	-3.1	-5.1	-6.7[fluorescence artefact?]	-0.6	-0.6
COc1ccc(NS(=O)(=O)c2cc(S(C)(=O)=O)ccc2C)cc1	-18.2	4.0	-1.9	0.8	6.8	-6.1	-10.5[fluorescence artefact?]	5.1	0.9
CS(=O)(=O)NCc1nnc(SCc2c(F)cccc2Cl)o1	x	5.9	0.8	-1.4	8.8	2.4	-5.8	-0.1	35.0
O=C(Cc1ccccc1)NNC1CC(=O)N(c2ccc(Cl)cc2)C1=O (centres undefined)	3.6	-2.0	-0.2	-0.9	6.2	-3.2	-11.7	-1.2	20.4
Cc1ccc(C(=O)CSc2nc3cccnc3n2C)cc1	-26.2	0.8	-0.7	0.1	2.7	-8.7	-0.1[fluorescence artefact?]	-1.8	-1.0
CCCN(CC(=O)Nc1cccc(Br)c1)CC(=O)Nc1ccc(F)c(F)c1F	2.0	-3.5	-1.1	-3.4	0.5	-9.7	-1.3	1.2	0.4
CC(C)(C)S(=O)(=O)c1ccsc1C(=O)O	-6.3	5.0	0.5	-0.6	12.3	-0.7	-13.5[fluorescence artefact?]	1.1	3.2
Cc1ccc(CNC(=O)c2cc(-c3cc(C)cc(C)c3O)n[nH]2)cc1	-1.0	-2.5	0.1	1.0	6.7	-5.0	0.1	4.0	16.9
COc1ccc(OCC(=O)NCCCN2CCOCC2)cc1	-0.3	9.9	2.5	0.6	15.9	-8.0	6.3	-2.1	-0.7
CCOC(=O)C1C(=O)NC(c2ccccc2)=NC1c1ccc(Br)cc1 (centres undefined)	-10.2	-5.3	2.4	0.2	-11.5	-9.0	-1.8	-3.1	25.7
O=C(NCCc1c[nH]c2ccccc12)C(F)(F)C(F)F	-0.9	6.7	2.2	-1.8	11.5	0.8	35.3	4.8	-0.6
Cc1nc2ccc(F)cc2cc1C(=O)Nc1ccc(Cl)c(Cl)c1	-1.6	1.6	14.8*	-0.6	1.4	-4.0	-3.2	-0.5	-0.8
Cc1nc2ccccn2c1/C(O)=C1\C(=O)C(=O)N(CCN(C)C)C1c1ccco1 (centres undefined)	-12.3	0.1	-1.3	1.8	6.2	1.6	7.6	0.4	-9.9
O=c1cc(N2CCOCC2)[nH]c(=O)n1C1CCCCC1	-4.9	-0.4	1.4	-0.7	9.4	0.9	-29.3[fluorescence artefact?]	1.6	-0.5
Cc1oc(-c2cc(F)cc(F)c2)nc1CN1CCSCC1	-3.1	5.0	-3.1	1.9	6.1	-5.0	-18.5	0.8	19.7
CC1=NN(C(=O)c2cccc(Cn3nc(C)c([N+](=O)[O-])c3C)c2)C(O)(C(F)(F)F)C1 (centres undefined)	6.2	-9.4	0.5	2.3	-11.0	-0.9	-5.3	-8.0	3.3
O=C1N/C(=N/O)S/C1=C/c1cccnc1	0.7	5.0	0.0	1.6	8.2	-2.2	13.9	-5.4	20.4
O=C(O)Cc1ccc(NC(=S)Nc2ccc(Br)cc2Cl)cc1	6.1	4.6	-1.5	4.9	14.7	0.0	-5.3	2.4	23.4
COC(=O)N/N=C/c1cn(Cc2ccccc2F)c2ccccc12	2.5	0.8	1.9	-1.7	9.1	-3.3	-2.9	-98.7	25.1
C=C(C)C(=O)NC1=NN(c2ccccc2)C(=O)C1	-6.5	-0.3	-0.1	0.0	3.9	-6.3	-2.2[fluorescence artefact?]	-3.7	1.2
CCOC(=O)c1c(C)sc2c1N(C(C)=O)c1cc(Cl)ccc1S2	-11.4	-7.0	5.8	-3.1	3.8	6.0	-9.8	1.1	-0.4
O=C(CC1CCCC1)Nc1nc2ccccc2[nH]1	3.5	0.7	5.9	-3.0	-4.5	-3.1	7.1	0.7	2.0
CC(C)(C)N(CC#CCC(O)(c1ccccc1)c1ccccc1)CCO	4.2	-0.9	2.8	-2.4	9.9	1.5	47.5	1.0	5.0

Exported with values under each structure: eleven of the compounds above
Each structure is followed by: KLK5 inh	FXIa inh	Wee1 degr inh	Runt-CBFb FRET	FXIIa inh	Thrombin inh	14-3-3 Bad inh	Runt-SMMHC FRET	Hck Nef HTS
> Cc1nc2ccccn2c1/C(O)=C1\C(=O)C(=O)N(CCN(C)C)C1c1ccco1 (centres undefined)
    -12.3	0.1	-1.3	1.8	6.2	1.6	7.6	0.4	-9.9
> O=c1cc(N2CCOCC2)[nH]c(=O)n1C1CCCCC1
    -4.9	-0.4	1.4	-0.7	9.4	0.9	-29.3[fluorescence artefact?]	1.6	-0.5
> Cc1oc(-c2cc(F)cc(F)c2)nc1CN1CCSCC1
    -3.1	5.0	-3.1	1.9	6.1	-5.0	-18.5	0.8	19.7
> CC1=NN(C(=O)c2cccc(Cn3nc(C)c([N+](=O)[O-])c3C)c2)C(O)(C(F)(F)F)C1 (centres undefined)
    6.2	-9.4	0.5	2.3	-11.0	-0.9	-5.3	-8.0	3.3
> O=C1N/C(=N/O)S/C1=C/c1cccnc1
    0.7	5.0	0.0	1.6	8.2	-2.2	13.9	-5.4	20.4
> O=C(O)Cc1ccc(NC(=S)Nc2ccc(Br)cc2Cl)cc1
    6.1	4.6	-1.5	4.9	14.7	0.0	-5.3	2.4	23.4
> COC(=O)N/N=C/c1cn(Cc2ccccc2F)c2ccccc12
    2.5	0.8	1.9	-1.7	9.1	-3.3	-2.9	-98.7	25.1
> C=C(C)C(=O)NC1=NN(c2ccccc2)C(=O)C1
    -6.5	-0.3	-0.1	0.0	3.9	-6.3	-2.2[fluorescence artefact?]	-3.7	1.2
> CCOC(=O)c1c(C)sc2c1N(C(C)=O)c1cc(Cl)ccc1S2
    -11.4	-7.0	5.8	-3.1	3.8	6.0	-9.8	1.1	-0.4
> O=C(CC1CCCC1)Nc1nc2ccccc2[nH]1
    3.5	0.7	5.9	-3.0	-4.5	-3.1	7.1	0.7	2.0
> CC(C)(C)N(CC#CCC(O)(c1ccccc1)c1ccccc1)CCO
    4.2	-0.9	2.8	-2.4	9.9	1.5	47.5	1.0	5.0

Assay outcomes: PubChem BioAssay, several laboratories
